# Lipid droplet – inhibitors of hepatocyte lipid droplet formation, primary screen, imaging, high-throughput imaging, BODIPY stain. AML12 mouse hepatocytes, oleate lipid droplets. inhibition, % at 6.5 µM. actives 0.4% (n = 240,000). AID 1656, 2009;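 active = lipid droplet intensity inhibited by at least 50%, with more than 500 cells counted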
#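 Assay system: AML12 hepatocytes (mouse) / Also added: 100 µM oleic acid challenge / Times: overnight treatment with compound plus oleate / Detection: high-content imaging of BODIPY-stained droplets and DAPI nuclei / Evaluation: % inhibition of lipid droplet signal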
# MT stabilizer – microtubule stabilizers in HeLa cells, primary screen, imaging, high-content imaging. HeLa tubulin immunostaining HCS, 24 h; share of cells brighter than vehicle mean+2SD. % tubulin-high responders, % at 10 µM. actives 0.83% (n = 200,000). AID 2205, 2009;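 active = plate Z-score above 3 for both tubulin-high and condensed-nucleus cell shares, with cell loss under 80%, at 10 µM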;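 also: anti alpha tubulin signal scored within the nucleus-defined area of each cell; some results filed as inactive read as strong as hits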
# Ins promoter up – insulin promoter activators in MIN6 cells, imaging, high-content screening, mouse beta cells. z-score at 5 µM. MIN6 insulin promoter-GFP reporter; hits give high values. AID 1625, 2009. actives 0.3% (n = 190,000);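 active = z-score above 3 at 5 µM with at least 500 cells counted in the well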
# Dynein cargo inh – inhibitors of GR-EGFP nuclear translocation, primary screen, dynein cargo transport inhibitor project, imaging, high-content, 3617.4 mouse cells; test concentration mostly 20 µM; stimulated with dexamethasone, 1 µM; hits give low values; z-score, hits read low; actives 0.47% (n = 220,000); AID 1381, 2008;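 active = plate z-score of nuclear minus cytoplasmic receptor signal below a set negative limit, without overly bright fluorescence or cell loss, cut at about -3.5 in these data, passing the limit was not always enough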;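 also: z-score of nuclear minus cytoplasmic ring GR-EGFP intensity difference per well; some compounds called inactive have numbers as strong as hits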
#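 Buffer or medium – tet-free medium with charcoal-stripped serum · Signal – automated 10x imaging of fixed Hoechst-stained cells · Also added – dexamethasone agonist, 1.0 µM final, for 30 min · Incubation – induction 48 h, compound 1 h, agonist 30 min · Read-out – GR-EGFP nuclear translocation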
# Autophagy HCS – autophagy modulators in MEF cells, primary screen, imaging, high-content, MEF GFP-LC3. MEF GFP-LC3 puncta imaging; test concentration mostly 10 µM. calls only at 10 µM (by protocol). actives 0.98% (n = 190,000). AID 463193, 2010;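 active = percentage of spot-positive cells more than 3 SD above its plate mean, without a fluorescence outlier flag or 80% toxicity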;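 also: spot-positive cell cutoff set from DMSO-treated cells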
# WT yeast gro inh – growth inhibition of WT strain, primary screen, mitochondrial fusion inhibitor project, WT and mutant strains, chemical genetic. mitochondrial fusion phenotypic screen. actives 2.1% (n = 190,000). AID 1362, 2008. inhibition, % at 10 µM; in the data active = inhibition above about 58%; tested in S. cerevisiae
# bCat nuc transl – modulators of beta-catenin nuclear translocation, primary screen, imaging, HeLa cells, immunofluorescence, high-content | nuclear translocation activity, % at 5 µM | actives 0.3% (n = 190,000) | AID 1665, 2009;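 active = nuclear translocation activity above 50% at 5 µM, with a well cell count of 50 or more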;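 also: per-cell ratio of nuclear to cytoplasmic median beta-catenin stain intensity; plate controls were DMSO negative control for no effect and GSK-3 inhibitor IX positive control for full effect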
#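 Test system: HeLa cells, endogenous beta-catenin; Compound: single 5 µM dose plus 0.02–20 µM confirmation series; Times: compound exposure 24 h at 37°C; Signal: fluorescence imaging of beta-catenin antibody stain plus DAPI; Read-out: % activation, nuclear-to-cytoplasmic median beta-catenin signal ratio per cell.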
# NOD2 inhibition – NOD2 signaling inhibitors, cell-based, luminescence, uHTS, HEK293 (AID 1566). HEK293 NOD2/NF-kB luciferase reporter, luminescence; higher % means a stronger effect. one-dose inhibition, % at 4 µM; EC50 in µM for titrated hits. actives 0.63% (n = 290,000); in the data active = inhibition above about 50%; also: many of its hits are not listed in these tables
# Yfh1-depleted yeast – enhancers of respiration in Yfh1-depleted yeast, dose response, Friedreich's ataxia, plus single-dose screen (AID 1465) | actives 0.074% (n = 220,000) | fold induction at 50 µM; hits with a dose series show EC50 in µM | S. cerevisiae Yfh1-off respiration, WST-1 reduction, 72 h; higher fold induction means a stronger effect;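 active = fold induction of absorbance versus untreated yeast above a set limit, then at least 30% activation at any dose in follow-up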;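 also: activators that raise dye reduction in frataxin-depleted yeast; strong numbers were not always called active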
# WT yeast gro inh mutant strain – further read-out of WT yeast gro inh, marked with its call; inhibition, %; mitochondrial fusion phenotypic screen, mutant strain inhibition
# Dynein cargo inh cytoplasmic EGFP – second read-out of Dynein cargo inh, no call of its own (marks repeat the call); z-score; measured here: cytoplasmic GR-EGFP intensity; hits give high values
# Dynein cargo inh nuclear GR-EGFP – also measured in Dynein cargo inh; calls as there; z-score; measured here: nuclear GR-EGFP intensity;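 lower value marks the stronger effect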
# Dynein cargo inh cell count – further read-out of Dynein cargo inh, marked with its call; z-score; measured here: cell count per field
# Ins promoter up cell count – second read-out of Ins promoter up, no call of its own (marks repeat the call); cell count; measured here: cytotoxicity, nuclei count;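 total cells summed across four imaged fields per well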
# Lipid droplet cells 6.5 µM – also measured in Lipid droplet; calls as there; cell count; measured here: cell count, cytotoxicity flag;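 cells counted across two imaged fields per well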
# bCat nuc transl cell count 5 µM – second read-out of bCat nuc transl, no call of its own (marks repeat the call); cell count; measured here: cell count, cytotoxicity flag
# MT stabilizer Hoechst-high % – further read-out of MT stabilizer, marked with its call; % Hoechst-high responders; measured here: nuclear condensation Hoechst responders;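 share of cells brighter than vehicle mean plus two SD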
# MT stabilizer cytotoxicity % – second read-out of MT stabilizer, no call of its own (marks repeat the call); toxicity, %; measured here: cytotoxicity by cell density;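 0% = mean cell density of plate MIN control wells and 100% = no cells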
# Autophagy HCS cell loss 18 h – second read-out of Autophagy HCS, no call of its own (marks repeat the call); toxicity, %; measured here: cell loss, nuclei count;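 cell loss after 18 h compound exposure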
# Starred values were filed as active, the others as inactive; i = inactive; . = not tested or not shown.
SMILES,Lipid droplet,Lipid droplet cells 6.5 µM,MT stabilizer,MT stabilizer Hoechst-high %,MT stabilizer cytotoxicity %,Ins promoter up,Ins promoter up cell count,Dynein cargo inh,Dynein cargo inh cytoplasmic EGFP,Dynein cargo inh nuclear GR-EGFP,Dynein cargo inh cell count,Autophagy HCS,Autophagy HCS cell loss 18 h,WT yeast gro inh,WT yeast gro inh mutant strain,bCat nuc transl,bCat nuc transl cell count 5 µM,NOD2 inhibition,Yfh1-depleted yeast
CN(CCC1CCOCC1)Cc1nc(Cc2ccccc2F)no1,-2,642,2.9,2.4,8.6,.,.,0.74,-0.13,0.24,-0.77,i,-2,11,-16,-0.4,1562,20%,i
Cc1ccc(NC(=O)COC(=O)C2CCC(=O)N2)c(S(=O)(=O)N2CCOCC2)c1 (stereo not drawn),0,751,3.0,2.5,4.5,-0.19,1234,-1.4,-0.3,-0.54,0.3,i,-5,7,-9,-2.4,1170,-6%,i
O=C(COC(=O)c1cccnc1Cl)Nc1cc(S(=O)(=O)N2CCCCC2)ccc1Cl,-4,695,5.9,3.7,1.9,2.6,1206,-0.089,-0.3,0.4,-0.92,i,-7,-8,0,0.0,945,13%,i
Fc1ccc(Nc2nc(-c3ccncc3)nc3ccccc23)cc1F,29,628,3.6,4.0,3.5,-1,814,-0.44,-0.2,-0.32,-0.13,i,-5,5,-5,-1.1,1076,-2%,i
Cc1cc(NC(=O)/C=C\C(=O)O)c([N+](=O)[O-])cc1C,15,699,.,.,.,-0.09,1076,-0.33,-0.28,-0.17,0.46,.,.,.,.,-1.0,1247,12%,i
O=c1oc(Nc2ccc(F)cc2)nc2ccccc12,.,.,2.8,1.8,4.2,.,.,-0.57,-0.23,-0.4,0.61,i,8,-15,7,.,.,-44%,i
CCCn1c(C(=O)OC)cc2c1ccn2-c1ccc(F)cc1,.,.,2.9,1.6,1.4,-1.4,1492,0.79,-0.14,-0.23,-1.3,i,9,2,12,-0.4,1243,-16%,i
COC1=C/C(=C/c2c(N)n3cc(C)sc3nc2=O)C=CC1=O,6,716,2.3,2.0,3.4,0.39,1333,-0.47,-0.077,-0.29,0.28,i,10,2,6,.,.,-18%,i
O=C(COC(=O)c1cncc(Br)c1)NCCC1=CCCCC1,4,694,1.8,2.6,23,-0.27,1637,1.1,0.11,0.68,-0.11,i,6,-8,6,-1.9,1084,5%,i
CCc1nnc(NC(=O)c2ccc(N(C)S(=O)(=O)c3ccccc3)cc2)s1,6,696,1.8,2.9,8.2,-0.05,1259,-1,-0.23,-0.23,0.72,i,-7,11,-1,0.0,1206,26%,i

# Single records, as listed above. Screens in order: Lipid droplet | Lipid droplet cells 6.5 µM | MT stabilizer | MT stabilizer Hoechst-high % | MT stabilizer cytotoxicity % | Ins promoter up | Ins promoter up cell count | Dynein cargo inh | Dynein cargo inh cytoplasmic EGFP | Dynein cargo inh nuclear GR-EGFP | Dynein cargo inh cell count | Autophagy HCS | Autophagy HCS cell loss 18 h | WT yeast gro inh | WT yeast gro inh mutant strain | bCat nuc transl | bCat nuc transl cell count 5 µM | NOD2 inhibition | Yfh1-depleted yeast
# Listed for CN(CCC1CCOCC1)Cc1nc(Cc2ccccc2F)no1 → -2 | 642 | 2.9 | 2.4 | 8.6 | . | . | 0.74 | -0.13 | 0.24 | -0.77 | i | -2 | 11 | -16 | -0.4 | 1562 | 20% | i
# Listed for O=C(COC(=O)c1cncc(Br)c1)NCCC1=CCCCC1 → 4 | 694 | 1.8 | 2.6 | 23 | -0.27 | 1637 | 1.1 | 0.11 | 0.68 | -0.11 | i | 6 | -8 | 6 | -1.9 | 1084 | 5% | i

# New compounds follow:
SMILES,Lipid droplet,Lipid droplet cells 6.5 µM,MT stabilizer,MT stabilizer Hoechst-high %,MT stabilizer cytotoxicity %,Ins promoter up,Ins promoter up cell count,Dynein cargo inh,Dynein cargo inh cytoplasmic EGFP,Dynein cargo inh nuclear GR-EGFP,Dynein cargo inh cell count,Autophagy HCS,Autophagy HCS cell loss 18 h,WT yeast gro inh,WT yeast gro inh mutant strain,bCat nuc transl,bCat nuc transl cell count 5 µM,NOD2 inhibition,Yfh1-depleted yeast
COc1cccc(NC(=O)CN(C)CC(=O)Nc2ccccc2-c2ccccc2)c1,4,704,2.2,2.6,8.7,-0.32,1412,0.11,-0.12,-0.25,0.64,i,-16,-2,-15,-2.9,1141,-28%,i
Cc1cccc(C)c1NC(=O)NCCCN1CCN(c2ccccc2)CC1,8,725,3.0,2.1,3.9,-0.19,1326,0.93,-0.35,0.0045,0.09,i,0,2,-6,-1.1,1168,-33%,i
CC(=O)N(CN1C(=O)c2ccccc2C1=O)c1cccc(C)c1,.,.,5.8,3.3,7.6,0.17,1307,-0.7,-0.27,-0.11,0.29,i,-2,-1,0,-3.1,939,5%,i
O=C(COC(=O)c1ccc([N+](=O)[O-])s1)NC(c1ccccc1)c1ccccc1,8,657,1.0,4.3,5.4,-0.03,1419,-0.82,-0.18,-0.84,0.5,i,-6,-11,-16,-3.2,514,5%,i
CCOC(=O)C(=O)NC(C)CCc1ccccc1 (stereo not drawn),12,722,2.5,1.8,0.1,-0.17,1341,0.67,-0.26,0.066,-0.34,i,5,9,-12,-3.6,527,8%,i
Cc1ccc(C(=O)C(OC(=O)c2c(C)cc(=O)oc2C)c2ccccc2)cc1 (stereo not drawn),-6,692,3.9,1.0,4.2,-0.93,1593,0.92,-0.31,1.4,-0.19,i,3,18,-18,-0.2,1070,-4%,i
CCOC(=O)C(C)Sc1ncc(-c2ccc(Cl)cc2)cn1 (stereo not drawn),.,.,2.9,1.7,8.0,-0.36,1131,-0.51,-0.15,0.01,0.9,i,-18,39,36,1.4,1425,11%,i
CCCCN(CCCC)CP(=O)(c1ccccc1)c1ccccc1,-25,766,1.6,1.0,9.7,0.31,914,-0.47,-0.22,-0.052,0.23,i,23,18,1,.,.,-13%,i
Cc1nc(NC2=NCN(C3CCCCC3C)CN2)nc2ccccc12 (stereo not drawn),-17,591,1.8,2.3,4.6,0.19,1914,-0.11,0.5,0.74,-1.4,i,2,86*,2.6*,-1.5,1105,3%,i
O=C(NC(C(=O)c1ccccc1)n1cnccc1=O)c1ccccc1 (stereo not drawn),.,.,3.1,1.6,8.2,0.07,1564,-0.38,-0.27,0.032,0.41,i,-7,7,13,-1.0,1339,-7%,i
O=C(/C=C/c1ccccc1Cl)N(Cc1cccs1)C1CCS(=O)(=O)C1 (stereo not drawn),-8,713,.,.,.,-1,1154,-0.29,-0.25,-0.18,0.6,.,.,.,.,-0.5,1375,0%,i
O=C(Nc1ccc(F)c(F)c1)NC1CCCCC1,2,741,3.3,1.7,3.7,-0.02,1339,-0.55,-0.26,-0.28,0.59,i,-1,-5,-7,.,.,-45%,i
CC1COc2ccccc2N1S(=O)(=O)c1ccccc1 (stereo not drawn),-25,721,3.4,1.7,11,0.1,1148,-0.84,-0.33,-0.4,-0.37,i,3,-1,-11,0.4,1101,11%,i
O=C(NCc1ccc(/C=c2\sc3n(c2=O)CCN=3)o1)C(=O)Nc1ccccc1,1,671,1.9,1.4,6.0,1.2,1509,-0.13,-0.3,-0.086,0.21,i,1,-11,7,3.3,962,-7%,i
COC(=O)c1ccc(COc2ccc(-c3nnn(CC(N)=O)n3)cc2)cc1,0,693,2.6,3.0,3.4,-0.11,1129,-0.29,-0.34,-0.13,0.26,i,1,-11,-3,.,.,4%,i
CC(=O)C1=C(c2ccccc2)NC(=O)NC1c1ccccc1OCC(=O)Nc1ccccc1 (stereo not drawn),12,824,0.9,1.2,4.1,0.05,936,-0.59,0.01,-0.04,0.36,i,28,13,18,.,.,17%,i
O=C(NCc1ccc(Cl)cc1)C(=O)NCC1OCCN1S(=O)(=O)c1cccs1 (stereo not drawn),3,756,2.2,4.8,4.6,-0.19,1216,-0.4,1.5,0.96,-0.49,i,4,11,-10,-1.0,567,18%,i
O=C(Cc1ccccc1)NCCSCc1ccccc1,13,641,5.8,1.9,7.8,0.28,1368,1.1,-0.25,0.63,-0.36,i,11,-14,-9,-2.0,1167,1%,i
O=C(COC(=O)c1n[nH]c(=O)c2ccccc12)c1ccccc1,3,786,2.1,1.3,6.4,-0.08,828,-0.23,0.027,0.027,0.81,i,-4,2,13,-3.3,1232,-1%,i
Cc1noc(C)c1CCC(=O)N1CCCC(CCC(=O)NCc2ccc(F)c(F)c2)C1 (stereo not drawn),-2,758,.,.,.,-0.24,1556,0.74,-0.37,0.68,0.74,i,-18,-2,-10,0.6,995,3%,i
COc1ccc(N2CCC(CNC(=S)Nc3cccc(C)c3)C2)cc1 (stereo not drawn),-24,558,2.6,2.7,9.2,-1.5,1300,-0.021,-0.24,0.069,-0.15,i,6,20,6,0.1,1082,-5%,i
Oc1ccccc1-c1nc(N2CCCC2)c2ccccc2n1,.,.,i,.,100,-0.8,1012,0.32,-0.046,0.32,0.12,i,6,-2,-6,.,.,6%,i
CCCCNC(=O)N1CCN(c2ccccc2OCC)CC1,6,658,1.3,1.5,4.6,0.05,1509,-0.55,-0.068,-0.2,1.3,i,31,-15,-10,0.3,1027,-2%,i
O=C(Cn1cnc2cc([N+](=O)[O-])ccc2c1=O)NC1CCS(=O)(=O)C1 (stereo not drawn),-11,677,7.9,2.2,10,0.03,1105,-0.67,-0.35,-0.0013,0.88,i,0,-24,7,-6.1,1092,9%,i

# These rows are one share of the data; count on the stated rates, not on these rows.
